Source: PubChem BioAssay
LDHA inh = inhibitors of human lactate dehydrogenase A. P00338. purified LDHA, NADH/diaphorase-resazurin fluorescence; stronger effect = lower value. activity change, % (values are at about 110 or 230 µM). 480,000 tested, 0.15% active; in the data active means activity change below about -30%; inconclusive means mostly about -25% to -30%;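 further: plate controls were DMSO wells for no effect and wells without enzyme for full effect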
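Remaining NADH was detected by diaphorase (0.133 mg/mL) converting 37 µM resazurin to fluorescent resorufin, read at 0 and 20 minutes. The preceding 5-minute room-temperature reaction used 2 nM LDHA, 0.2 mM sodium pyruvate and 0.06 mM NADH at pH 7.4.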
APEX1 inh = blocks human APE1 abasic DNA cleavage; P27695; recombinant APE1, TAMRA/BHQ-2 abasic DNA cleavage fluorescence; Potency, µM (highest dose often 65.8 µM), inactives show at the top dose activity change, negative = inhibition, hits mostly inhibitors; 350,000 tested, 0.35% active;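 further: potency means the concentration at half of the fitted maximal effect; plate controls were vehicle for no effect and reference inhibitor for full effect; nearly all actives have a fitted effect of over 55% in size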
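Substrate: short duplex with […] THF abasic site, 5'-TAMRA and 3'-BHQ-2, 50 nM final. APE1 at 0.75 nM, preincubated 15 min RT with compound. Fluorescence increase from first to third read measured activity.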
Pol eta inh = inhibitors of human DNA polymerase eta; Q9Y253; recombinant Pol eta, fluorescent DNA replication assay; Potency, µM (highest dose often 114 µM), inactives show at the top dose activity change, negative = inhibition, most hits filed as inhibitors; 390,000 tested, 1.2% active; further: potency means the concentration at half of the fitted maximal effect; on the % scale 0 is the no-effect control and ±100 the full control effect
Target sequence (Q9Y253 whole entry, looked up): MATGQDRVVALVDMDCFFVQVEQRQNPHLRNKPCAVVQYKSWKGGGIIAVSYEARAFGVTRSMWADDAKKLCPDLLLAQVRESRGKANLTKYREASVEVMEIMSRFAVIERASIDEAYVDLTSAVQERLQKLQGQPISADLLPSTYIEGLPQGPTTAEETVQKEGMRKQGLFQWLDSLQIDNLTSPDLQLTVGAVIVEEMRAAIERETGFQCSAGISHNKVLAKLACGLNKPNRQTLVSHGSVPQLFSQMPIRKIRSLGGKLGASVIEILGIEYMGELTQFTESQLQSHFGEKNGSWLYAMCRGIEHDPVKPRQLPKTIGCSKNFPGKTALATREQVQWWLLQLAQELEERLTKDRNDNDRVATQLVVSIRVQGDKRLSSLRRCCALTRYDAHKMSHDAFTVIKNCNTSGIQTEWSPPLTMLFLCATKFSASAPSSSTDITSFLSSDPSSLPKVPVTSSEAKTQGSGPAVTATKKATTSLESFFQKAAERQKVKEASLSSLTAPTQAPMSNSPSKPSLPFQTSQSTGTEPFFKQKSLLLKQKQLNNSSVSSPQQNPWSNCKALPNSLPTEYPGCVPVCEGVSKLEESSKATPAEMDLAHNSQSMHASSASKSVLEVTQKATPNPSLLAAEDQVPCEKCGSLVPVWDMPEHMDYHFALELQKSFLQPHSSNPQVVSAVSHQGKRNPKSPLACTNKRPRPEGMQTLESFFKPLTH
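Pol eta (10 nM) was preincubated with compounds for 15 min at room temperature, after which fluorescent replication substrate (50 nM final) was added to start the reaction. Fluorescence was read kinetically at 0 and 10 min.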
Pol beta inh = DNA polymerase beta (human) inhibition. Potency, µM (doses to about 114 µM), for the others: top-dose activity change, negative = inhibition, actives largely listed as inhibitors. P06746. AID 485314. Pol beta primer extension/strand displacement, fluorescence kinetic. 340,000 tested, 1.3% active; further: potency means the concentration at half of the fitted maximal effect; on the % scale 0 is the no-effect control and ±100 the full control effect
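Human Pol beta at 10 nM; strand-displacement substrate 50 nM final. Compound exposure 15 min at room temperature before start, reaction 10 min at room temperature.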
POLI inh = inhibitors of human DNA polymerase iota; Pol iota fluorescent replication assay, 10 min; AID 588590; Potency, µM (series often up to 115 µM), for inactives: at the highest dose activity, negative = inhibition, hits mostly inhibitors; 390,000 tested, 1% active; Q9UNA4; further: potency means the concentration at half of the fitted maximal effect
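Fluorescent replication assay read twice, at 0 min and 10 min after adding 50 nM (final) substrate. Enzyme (10 nM) and compounds were first incubated 15 min at room temperature; enzyme-free buffer wells were negative controls.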
Glioma ERSR ind = inducers of ER stress response in human glioma cells; U87-MG GRP78 promoter luciferase reporter, 16 h; Potency, µM, for the others: at the top dose activation, most hits filed as activators; 420,000 tested, 0.02% active; AID 602332; further: potency means the concentration at half of the fitted maximal effect; series mostly up to about 76 µM; % of control where 0% means no effect; nearly all actives have a fitted effect of over 35% in size
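Stably transfected U87-MG human glioma cells carrying a GRP78-based luminescent sensor were seeded at 1000 cells/well, pin-dosed with compounds and incubated 16 h. Luciferase reagent was then added, and end-point luminescence was read after 10 min at room temperature.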
BLM inh = blocks DNA unwinding by human BLM helicase; P54132; recombinant BLM DNA unwinding, fluorescence dequenching; Potency, µM (highest dose often 56.1 µM), without a hit: at the top dose activity change, negative = inhibition, usual class: inhibitors; 350,000 tested, 0.2% active; AID 2528;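 further: potency means the concentration at half of the fitted maximal effect; plate controls were vehicle for no effect and no enzyme for full effect; nearly all actives have a fitted effect of over 35% in size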
Pol kappa inh = blocks human DNA polymerase kappa activity; Q9UBT6; purified Pol kappa, fluorescent DNA synthesis assay, 10 min; Potency, µM (highest dose often 107 µM), without a hit: top-dose activity, negative = inhibition, usual class: inhibitors; 400,000 tested, 0.53% active; AID 588579; further: potency means the concentration at half of the fitted maximal effect; on the % scale 0 is the no-effect control and ±100 the full control effect
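Enzyme at 10 nM met test compounds for 15 min at room temperature. Substrate addition (50 nM final) began the reaction, which was monitored by fluorescence at 0 and 10 min.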
Apoferritin bind = candidate novel general anesthetic via apoferritin binding; P02791; apoferritin/1-aminoanthracene competitive binding, fluorescence; Potency, µM (top dose mostly 77.5 µM), without a hit: at the highest dose activity change, negative = displacement, usual class: inhibitors; AID 485281; 350,000 tested, 0.074% active; further: potency means the concentration at half of the fitted maximal effect; on the % scale 0 is the no-effect control and ±100 the full control effect; nearly all actives have a fitted effect of over 20% in size
Target sequence (P02791 2-175 limits assumed): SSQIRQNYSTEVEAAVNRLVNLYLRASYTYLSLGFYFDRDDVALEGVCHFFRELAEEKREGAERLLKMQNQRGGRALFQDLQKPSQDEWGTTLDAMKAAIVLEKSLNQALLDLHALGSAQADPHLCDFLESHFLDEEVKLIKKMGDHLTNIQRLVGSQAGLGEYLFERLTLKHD
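10 uM apoferritin + 50% sat. 1-AMA, PBS; cpd 10 min RT; Ex380/Em535 endpoint; normalized to free probe vs complex; 4-param Hill fit; propofol titration as pos. ctrl.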
Starred values were filed as active, the others as inactive; ? = inconclusive; . = no result given; & = joins results of further samples; [ ] = dose if it differs, or a comment. Unless noted, the call rests on the fitted dose curve; in most records, active means well fitted curve in the direction sought with a large enough effect; inconclusive means small, poorly fitted or top-dose-only effect, or another doubt; inactive means no such curve, though single readings can be large; an effect the other way counts as inactive or inconclusive. Some of the compounds tested; rates above refer to the full screens.

SMILES	LDHA inh	APEX1 inh	Pol eta inh	Pol beta inh	POLI inh	Glioma ERSR ind	BLM inh	Pol kappa inh	Apoferritin bind
CCN(C(=O)COC(=O)c1ccc(Br)o1)C1CCCCC1	1	-2%	-13%	-1%	32%	-3%	-3%	5%	?
CC(NC(=O)c1ccccc1[N+](=O)[O-])C1CC2CCC1C2 (stereo unspecified)	-8	-15%	?	13%	164%[activator]	-5%	4%	-14%	-15%
COc1cc(NC(=O)Nc2cccc(Cl)c2)c(C(=O)O)cc1OC	-9	-1%	-5%	21%	1%	-3%	-2%	-8%	-3%
Cc1ccccc1CN1c2ccccc2-c2nc(SCC(=O)NCc3ccccc3)ncc2S1(=O)=O	-7	.	5%	10%	56%[activator]	-1%	-7%	-3%	3%
COc1ccc(OCC(O)Cn2c(N3CCCCC3)nc3c2c(=O)[nH]c(=O)n3C)cc1 (stereo unspecified)	-1	27%	-13%	1%	13%	-3%	-2%	-2%	-9%
CCCCN(C)C(=S)Nc1ccc2nc(N3CCN(CC)CC3)cc(C)c2c1	-2	-6%	19%	-15%	10%	-2%	-4%	-13%	4%
CC1CCCN(C(c2cccs2)c2nnnn2Cc2ccccc2)C1 (stereo unspecified)	-1	-8%	-20%	2%	6%	-7%	-10%	-15%	-10%
COc1ccc(C(=O)N/N=C/c2c[nH]c3ccccc23)cc1	-6	44%	-23%	-6%	109%[activator]	2%	-5%	-2%	21%
CC(=O)Nc1cccc(CCc2nc3ccccc3[nH]2)c1	-5	20%	-14%	1%	98%[activator]	0%	-8%	-10%	-15%
O=C(N/C(=C/c1ccccc1)C(=O)N1CCCCC1)c1ccccc1	3	28%	?	32%	5%	-4%	-11%	-3%	-5%
COC(=O)c1ccc(-c2csc(NC(=O)C3=COCCO3)n2)cc1	0	.	-11%	.	-27%	0%	.	3%	.
Cc1cccc(-n2c(SCc3cc(=O)n4c(C)cccc4n3)nc3[nH]ncc3c2=O)c1	.	0%	.	8%	.	.	-12%	.	-14%
CC(=O)n1nc(-c2ccncc2)nc1SCC(=O)Nc1cccc(Cl)c1	-1	6%	-4%	0%	14%	1%	4%	3%	-2%
CCCn1c(CCC(=O)O)nc2cc(S(=O)(=O)N3CCCC3)ccc21	-3	-3%	-19%	-8%	-3%	-3%	-6%	0%	-1%
CN1CCNC(=O)C1CC(=O)O (stereo unspecified)	-1	-1%	-4%	19%	3%	-3%	-2%	4%	-8%

4 compounds picked at random from the list so far, as already listed:
SMILES	LDHA inh	APEX1 inh	Pol eta inh	Pol beta inh	POLI inh	Glioma ERSR ind	BLM inh	Pol kappa inh	Apoferritin bind
CCCCN(C)C(=S)Nc1ccc2nc(N3CCN(CC)CC3)cc(C)c2c1	-2	-6%	19%	-15%	10%	-2%	-4%	-13%	4%
Cc1cccc(-n2c(SCc3cc(=O)n4c(C)cccc4n3)nc3[nH]ncc3c2=O)c1	.	0%	.	8%	.	.	-12%	.	-14%
CCN(C(=O)COC(=O)c1ccc(Br)o1)C1CCCCC1	1	-2%	-13%	-1%	32%	-3%	-3%	5%	?
COc1cc(NC(=O)Nc2cccc(Cl)c2)c(C(=O)O)cc1OC	-9	-1%	-5%	21%	1%	-3%	-2%	-8%	-3%

More compounds follow.
SMILES	LDHA inh	APEX1 inh	Pol eta inh	Pol beta inh	POLI inh	Glioma ERSR ind	BLM inh	Pol kappa inh	Apoferritin bind
O=C(CN1CCN(c2ccccn2)CC1)Nc1ccccc1F	-1	22%	-4%	?	-17%	-2%	-5%	-22%	-7%
COc1ccc(S(=O)(=O)N(C)CC(=O)Nc2ccc(F)cc2)cc1	-11	-1%	-6%	11%	41%[activator]	-6%	6%	-15%	-4%
CCOC(=O)C1=C(c2ccccc2)NC(=O)NC1c1ccc(O)c(Cl)c1 (stereo unspecified)	0	-2%	-4%	6%	3%	-9%	-1%	13%	?
N#CC(=C=[N-])c1nc2ccccc2nc1-[n+]1ccccc1	0&0	1%&-5%	-7%&-3%	-1%&12%	?	-4%&-8%	-4%&-3%	-4%&-4%	6%&-14%
Cc1cc(C)n(C(=O)CCCCCCCCC(=O)n2nc(C)cc2C)n1	-14	-1%	-2%	43%	-7%	-3%	-3%	-5%	-9%
Cc1ccc(NC(=O)C(=O)c2ccc(C)cc2)cc1	-4	23%	-19%	1%	108%[activator]	-4%	-7%	-8%	-1%
CCCn1c2ccccc2c2cnn(CC(=O)NCCc3cc(OC)ccc3OC)c(=O)c21	-5	.	8%	1%	9%	-5%	0%	-3%	-5%
CN(C)CCNc1oc(-c2ccccc2F)nc1C#N	-3&-18	0%	-3%	2%	-20%	-1%	-1%	8%	1%
Cc1cc(/C=C2\SC(=S)N(C)C2=O)c(C)n1-c1cccc(O)c1	1	-3%	?	1%	37%[activator]	-10%	-7%	?	-4%
COc1ccccc1NC(=O)c1ccc2c(c1)N(CC(=O)NC(C)C)C(=O)C(C)(C)O2	-3	0%	-19%	32%	100%[activator]	-2%	1%	6%	-1%
Cc1ccc(Sc2c([N+](=O)[O-])c(=O)n(C)c3ccccc23)cc1	-8	58%[activator]	-9%	-27%	18%	?	-3%	-12%	-10%
NC1=NC2C(N=C(Br)N2[C@@H]2O[C@H]3COP(=O)(O)O[C@@H]3[C@@H]2O)C(=O)N1 (stereo partly specified)	.	15%&-1%	.	.	.	-3%&-4%	4%	-14%[60.1 µM]	9%&1%
CC(C)Cn1c2ccccc2c2cc(C(=O)O)ccc21	-8	2%	-16%	3%	20%	-5%	-1%	-2%	-11%
CCOC(=O)c1[nH]c(C)c(C(=O)Nc2ccc(C)c(F)c2)c1C	-6&5	-1%	-11%	-16%	1%	-1%	-2%	-5%	1%
C[C@H](N)C(=O)OCc1ccc([N+](=O)[O-])cc1	-7	-4%	3%	32%	-9%	-3%	1%	-6%	5%
O=C(O)COc1ccccc1C1C2C(=O)N(c3ccccc3)C(=O)C2ON1c1ccccc1 (stereo unspecified)	8	-6%	?	?	?	-5%	-3%	-9%	-19%
CN(C(=O)c1ccc(NC(=O)C2CCCN(C(=O)OC(C)(C)C)C2)cc1)C1CCCCC1 (stereo unspecified)	5	4%	-5%	.	-16%	-3%	.	1%	.
COc1ccccc1CNC(=O)COC(=O)CCC(=O)c1cccs1	4&-2	-1%	-24%	-1%	45%[activator]	-1%	-2%	0%	-18%
O=S(=O)(c1cc(Br)c(Br)s1)N1CCN(c2ccccc2)CC1	2	.	-20%	?	15%	-4%	-1%	-9%[60.1 µM]	-3%
O=C(Cn1cc(C(=O)c2cccs2)c2ccccc21)NC1CCCCC1	-9	0%	-5%	28%	5%	-1%	-5%	-8%	-16%
CC1CCN(C(=O)Cn2c(=O)n(CC3CCC(C(=O)NC(C)C)CC3)c(=O)c3sccc32)CC1 (stereo unspecified)	-5	.	-14%	-1%	11%	-1%	2%	3%	-9%
O=c1c2c3c(sc2ncn1/N=C/c1ccco1)CCCC3	-14	0%	-1%	13%	5%	4%	-2%	-11%	?
CCOC(=O)CN1N=C(/C=C/c2ccc(OC)cc2)CCC1=O	-5	0%	-15%	?	0%	1%	1%	-6%	-15%
COc1ccc(NC(=S)NCC2CCCO2)c(OC)c1 (stereo unspecified)	-7	-2%	0%	-1%	4%	-4%	-1%	-3%	-7%
COc1cccc(C(C(=O)NC2CCCC2)N(Cc2ccccc2OC)C(=O)c2ccco2)c1 (stereo unspecified)	-3	-2%	-6%	-15%	-6%	-6%	-3%	-7%	-7%
O=C(CCC(=O)Nc1ccccc1Cl)NNC(=O)Nc1cccc([N+](=O)[O-])c1	-7	-33%	-4%	19%	3%	-4%	-1%	-5%	?
Cc1c([N+](=O)[O-])c(C(=O)Sc2ccc(Br)cc2)nn1C	-11	-1%	-20%	4%	42%[activator]	2%	1%	-9%	?
CN(C(=O)c1cccc(C#N)c1)c1nnc(-c2ccccn2)s1	-8	-3%	0%	-7%	3%	1%	-3%	-5%	1%
CSc1ccc(C2c3c(oc4ccc(F)cc4c3=O)C(=O)N2c2ccc(C)cn2)cc1 (stereo unspecified)	3	.	-13%	-25%	-14%	-1%	0%	-3%	-17%
C=CCOc1c(Br)cc(CNc2nccs2)cc1OC	-3	2%	-4%	-16%	0%	-5%	-8%	-15%	3%
Cc1ccc(Cl)cc1N1CCN(CC(O)COCc2ccco2)CC1 (stereo unspecified)	-15	-1%	-18%	-7%[57.1 µM]	10%	-5%	5%	-12%	7%
Cc1cccc2c(C(=O)N3CCCCC3)cc(-c3ccccc3)nc12	3	-15%	-16%	2%	18%	-7%	-12%	-4%	-22%
COc1cc(-c2nc(Cn3nnc(C(=O)Nc4cccc(Cl)c4)c3C)c(C)o2)cc(OC)c1OC	-4	.	-3%	11%	5%	-4%	-7%	10%	-10%
COc1ccc(/C=N/N(C)C2=NCCN2)c(OC)c1OC	-8	-8%	-4%	-2%	?	-2%	1%	-8%	2%
CCN(CC(=O)Nc1c(F)cccc1F)C(=O)c1nn(C)c(=O)c2ccccc12	0	10%	-12%	.	23%	-4%	.	0%	.
Cc1ccc(NC(=O)CSc2nc3c(c(=O)[nH]2)CCC3)c(C)c1	-1	45%	-15%	-1%	-3%	-4%	2%	3%	-8%
CCc1nnc(NC(=O)c2ccc(Br)c(S(=O)(=O)N3CCOCC3)c2)s1	-5	6%	-8%	25%	-8%	7%	0%	-2%	-2%
COc1ccc(C(c2c(C)[nH]n(C(N)=S)c2=O)C(C#N)C#N)cc1 (stereo unspecified)	0	1%	-11%	-7%	?	?	-10%	5%	0%
CC(=O)c1ccc(Nc2cc(C)nc3ccccc23)cc1	-6	?	-15%	-2%	-20%	-3%	47%[activator]	-8%	-13%
Cc1nonc1CC(=O)N1CCCC(C(=O)c2cccc(C(F)(F)F)c2)C1 (stereo unspecified)	1	0%	-15%	11%	21%	3%	-4%	9%	-17%
COc1cc2cc(CN(CCc3ccccc3C)C(=S)NCCCN(C)C)c(=O)[nH]c2cc1OC	-5	1%	-13%	-18%	20%	-3%	0%	-3%	-11%
